B2AR arrestin: qHTS assay of beta-arrestin-biased ligands of beta2-adrenergic receptor; 0.02% of 330,000 active; AID 492947, 2010; beta-arrestin recruitment to beta2AR, cell-based reporter; Potency, µM (top dose mostly 46.1 µM), inactives show top-dose activation, usual class: activators;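 also: potency is read from the fitted curve at half-maximal effect; 0% = DMSO controls and full agonism = EC100 isoproterenol or metaproterenol; nearly all actives have a fitted effect of over 65% in size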
USP2a block: qHTS Assay for Inhibitors of Ubiquitin-specific Protease USP2a Using CHOP2 as the Reporter. USP2 core, Ub-CHOP2 coupled fluorogenic reporter, 485/531. Potency, µM (top dose mostly 38.3 µM), for the others: top-dose activity change, negative = inhibition, actives largely listed as inhibitors. 0.01% of 330,000 active. AID 463254, 2010;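 also: potency is read from the fitted curve at half-maximal effect; plate controls were DMSO wells for no effect and full inhibition by NEM control for full effect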
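USP2 core (10nM final) preincubated 30min RT with compound in 20mM Tris-HCl pH 8.0, 2mM CaCl2, 2mM beta-mercaptoethanol, 0.05% CHAPS; 25nM Ub-CHOP2 plus 25nM reporter substrate added, fluorescence (Ex485/Em531) read after 60min.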
Giardia kill: Small Molecules that selectively kill Giardia lamblia: qHTS | Giardia lamblia trophozoite viability | activity change, % at 7.66 µM, hits read low | 0.15% of 340,000 active; in the data active = activity change below about -80%;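 also: parasites exposed to compound for two days anaerobically before the ATP read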
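Luminescent ATP signal served as the viability read-out, measured 15-30 min after adding ATP detection reagent to trophozoites that had been incubated with compounds for 48 hrs at 37 deg C anaerobically at 100 cells/well.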
KCNH2 WT inh: qHTS for Inhibitors of KCHN2 3.1: Wildtype qHTS; 0.37% of 340,000 active; U2OS, BacMam KCNH2, thallium flux FluxOr; active compounds read low; Voltage-gated inwardly rectifying potassium channel KCNH2 (Homo sapiens), Q12809; activity change, % at 1.84 µM;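 active = maximum activity change below -70%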
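U2OS cells transduced with wild-type KCNH2 virus are loaded with FluxOr dye for 45 min, and thallium flux is measured in kinetic reads before and after stimulation buffer. Rate constants are normalized to DMSO controls.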
Active calls of the source: *. Unless noted, calls follow the shape of the dose curve; as a rule, active = well fitted curve in the direction sought with a large enough effect; inconclusive = small, poorly fitted or top-dose-only effect, or another doubt; inactive = no such curve, though single readings can be large; an effect the other way counts as inactive or inconclusive. Unless noted, % is scaled to controls: 0 for no effect and ±100 for the full control effect. Not all compounds are listed; count on the stated rates, not on these rows.

Molecule | Giardia kill | USP2a block | B2AR arrestin | KCNH2 WT inh
COc1ccc(CCNC(=O)COC(=O)c2cc(S(=O)(=O)N3CCOCC3)ccc2C)cc1OC | 10 | 1% | 0.0% | 30
COc1ccc(C(=O)OCC(=O)NCc2ccc3c(c2)OCO3)cc1S(=O)(=O)N1CCOCC1 | 1 | 2% | -0.6% | -12
CC(NC(=O)COC(=O)CN1C(=O)C2CCCCC2C1=O)c1ccccc1 (stereo not drawn) | 12 | 3% | -1.1% | -19
CC(C)N(C(=O)[C@H]1C[C@H](CC(=O)NCCc2ccccn2)C(=O)N2CCc3c([nH]c4cc(CCC(=O)N(C)C)ccc34)[C@]12C)C(C)C | -14 | 1% | 0.3% | 1
C[C@]12c3[nH]c4ccc(Cl)cc4c3CCN1C(=O)[C@@H](CC(=O)NCc1ccco1)C[C@@H]2C(=O)N1CCOCC1 | -16 | 1% | -0.1% | -1
CC(=O)Nc1ccc(C(=O)OCC(=O)Nc2ccc(S(=O)(=O)N3CCOCC3)cc2)cc1 | -8 | 3% | -0.3% | -13
CN(C)C(=O)CCc1ccc2c3c([nH]c2c1)[C@]1(C)[C@@H](C(=O)N2CCCCC2)C[C@H](CC(=O)NCCc2ccccn2)C(=O)N1CC3 | 20 | 2% | -0.2% | -5
COc1ccc(NC(=O)c2ccc(N3CCCC3=O)cc2)cc1Cl | -21 | 7% | -0.6% | 16
O=C(CSc1cccc[n+]1[O-])Nc1cc(Cl)ccc1[N+](=O)[O-] | -13 | -6% | 0.2% | -9
C#CCOCCOCCOCCNc1nc(N2CCN(C(=O)[C@H](CCC(=O)O)n3cc(CN)nn3)CC2)nc(N2CCN(C(=O)[C@H](CCC(=O)O)n3cc(CN)nn3)CC2)n1 | -23 | 0% | -0.4% | -7
CC(C)(C)OC(=O)C1=C(CO)CS[C@@H]2[C@H](NC(=O)Cc3ccccc3)C(=O)N12 | -4 | -1% | -0.1% | -7
